# Screening results deposited in PubChem BioAssay by several laboratories.
# Autophagy HCS = modulators of autophagy; MEF GFP-LC3 puncta imaging; test concentration mostly 10 µM; AID 463193; calls only at 10 µM (by protocol); 0.98% of 190,000 active;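 active = percentage of spot-positive cells more than 3 SD above its plate mean, without a fluorescence outlier flag or 80% toxicity; inconclusive = no clear call, values can overlap the other calls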;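 note: spot-positive cell cutoff set from DMSO-treated cells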
# Insulin prom up = MIN6 insulin promoter up-regulation; MIN6 insulin promoter-GFP reporter, high-content imaging; active compounds read high; z-score at 5 µM; 0.3% of 190,000 active;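 active = z-score above 3 at 5 µM with at least 500 cells counted in the well; inconclusive = wells under 500 cells, flagged as cytotoxic or low count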
# b-catenin transl = beta-catenin nuclear translocation modulation. HeLa beta-catenin nuclear translocation, immunofluorescence imaging. nuclear translocation activity, % at 5 µM. 0.3% of 190,000 active;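 active = nuclear translocation activity above 50% at 5 µM, with a well cell count of 50 or more; inconclusive = wells under 50 cells across six images, flagged as toxic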;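 note: per-cell ratio of nuclear to cytoplasmic median beta-catenin stain intensity; plate controls were DMSO negative control for no effect and GSK-3 inhibitor IX positive control for full effect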
#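 Test system: human HeLa cells, native beta-catenin. Compound dosing: 5 µM primary single dose, 0.1% DMSO, 0.02–20 µM confirmation series. Incubation: compound exposure 24 h at 37°C. Detection: beta-catenin immunostaining with DAPI counterstain, 20x imaging, 6 fields/well. Read-out basis: Nuclear/cytoplasmic beta-catenin signal ratio, % activation.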
# T cell modulator = modulates CD8 T cell binding to vesicles | 2C CD8+ T cell-vesicle binding, flow cytometry; active compounds read low | calls only at 7 µM | 0.068% of 330,000 active;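 active = response, share of CD8 T cells binding vesicles, and their 90th percentile fluorescence all below set limits, cut at about 80% in these data, passing the limit was not always enough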
#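 Test system: purified 2C TCR transgenic mouse naive CD8+ T cells. Probe or stimulus: QL9-peptide-loaded Drosophila micro-vesicles bearing Ld, ICAM-1 and B7-1. Incubation: binding step 1.5 h, 37 °C, antibody labelling 20 min, ice. Measured by: flow cytometry of vesicle-bound cells.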
# Dynein cargo inh = dynein cargo transport inhibition; 3617.4 mouse cells, GR-EGFP nuclear translocation imaging; test concentration mostly 20 µM; stimulated with dexamethasone, 1 µM; active compounds read low; z-score, hits read low; 0.47% of 220,000 active; AID 1381;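 active = plate z-score of nuclear minus cytoplasmic receptor signal below a set negative limit, without overly bright fluorescence or cell loss, cut at about -3.5 in these data, passing the limit was not always enough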;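 note: z-score of nuclear minus cytoplasmic ring GR-EGFP intensity difference per well; some compounds called inactive have numbers as strong as hits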
#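 Buffer or medium: tet-free medium with charcoal-stripped serum / Also added: dexamethasone agonist, 1.0 µM final, for 30 min / Timing: induction 48 h, compound 1 h, agonist 30 min / Measured by: high-content fluorescence imaging after fixation / Read-out: nuclear-to-cytoplasmic GR-EGFP distribution per well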
# PhoP inhibition = inhibitors of PhoP regulon expression, primary screen, Salmonella Typhimurium, GFP reporter (AID 1863) | S. Typhimurium PhoP-regulated promoter GFP reporter, 4 h; higher % means a stronger effect | inhibition, % at 50 µM; hits with a dose series show IC50 in µM | 0.16% of 300,000 active;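 active = inhibition over 29.93%, a cutoff 3 SD above the screen mean, later confirmed by dose response; inconclusive = inhibition over 29.93% but no dose response follow-up; inactive = inhibition at most 29.93% or unconfirmed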;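 note: 0% = low Mg2+ inducing control and 100% = high Mg2+ repressing control; strong numbers were not always called active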
# CSM14.1 death rescue = protection against thapsigargin-triggered cell killing – 384-well, CSM14.1, ATP luminescence, primary screen (AID 1222); 190,000 tested, under 10 active; CSM14.1 thapsigargin-induced death rescue, ATP luminescence; higher % means a stronger effect; one-dose cellular ATP content (survival), % at 20 µM; EC50 in µM for titrated hits;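 active = EC50 below 50 µM in the dose-response confirmation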;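 note: death triggered by thapsigargin at about 15 µM added after 2 h compound pretreatment; cell ATP read after overnight thapsigargin exposure of roughly 18 to 22 hours; normalized against plate controls of thapsigargin alone and 5% DMSO vehicle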
# Hep lipid drop = modulators of hepatic lipid droplet formation | 0.4% of 240,000 active | AML12 mouse hepatocytes, oleate lipid droplets, BODIPY imaging | inhibition, % at 6.5 µM | AID 1656;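 active = lipid droplet intensity inhibited by at least 50%, with more than 500 cells counted; inconclusive = wells with under 300 cells, treated as cytotoxic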
#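 Technique: fluorescence imaging, 20x objective, two fields per well / Assay system: AML12 hepatocytes (mouse) / Measure: % inhibition of lipid droplet signal / Doses: 6.5 µM single-point dosing / Incubation: overnight exposure / Reagent: 100 µM oleic acid challenge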
# MT stabilize HCS = microtubule stabilizers in HeLa cells; HeLa tubulin immunostaining HCS, 24 h; share of cells brighter than vehicle mean+2SD; % tubulin-high responders, % at 10 µM; 0.83% of 200,000 active; AID 2205;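 active = plate Z-score above 3 for both tubulin-high and condensed-nucleus cell shares, with cell loss under 80%, at 10 µM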;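 note: anti alpha tubulin signal scored within the nucleus-defined area of each cell; some results filed as inactive read as strong as hits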
# Dynein cargo inh cytoplasmic EGFP = recorded beside Dynein cargo inh, whose call it bears; z-score; measured here: cytoplasmic GR-EGFP intensity; active compounds read high
# Dynein cargo inh nuclear GR-EGFP = also measured in Dynein cargo inh; calls as there; z-score; measured here: nuclear GR-EGFP intensity;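 lower value marks the stronger effect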
# Dynein cargo inh cell count = second read-out of Dynein cargo inh, no call of its own (marks repeat the call); z-score; measured here: cell count per field
# Insulin prom up cell count = recorded beside Insulin prom up, whose call it bears; cell count; measured here: cytotoxicity, nuclei count;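 total cells summed across four imaged fields per well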
# Hep lipid drop cells 6.5 µM = also measured in Hep lipid drop; calls as there; cell count; measured here: cell count, cytotoxicity flag;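 cells counted across two imaged fields per well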
# b-catenin transl cell count 5 µM = second read-out of b-catenin transl, no call of its own (marks repeat the call); cell count; measured here: cell count, cytotoxicity flag
# T cell modulator vesicle-bound % = also measured in T cell modulator; calls as there; double positive events, %; measured here: CD8+ vesicle-bound cell fraction;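 binding gate set so that unloaded-vesicle control wells show 10% double positive cells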
# MT stabilize HCS Hoechst-high % = further read-out of MT stabilize HCS, marked with its call; % Hoechst-high responders; measured here: nuclear condensation Hoechst responders;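 share of cells brighter than vehicle mean plus two SD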
# MT stabilize HCS cytotoxicity % = also measured in MT stabilize HCS; calls as there; toxicity, %; measured here: cytotoxicity by cell density;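 0% = mean cell density of plate MIN control wells and 100% = no cells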
# Autophagy HCS cell loss 18 h = further read-out of Autophagy HCS, marked with its call; toxicity, %; measured here: cell loss, nuclei count;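 cell loss after 18 h compound exposure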
# * = called active by the depositor; i = inactive; u = inconclusive; x = not tested or not shown. An excerpt, so the mix of outcomes need not match the whole.
SMILES,Autophagy HCS,Autophagy HCS cell loss 18 h,Insulin prom up,Insulin prom up cell count,b-catenin transl,b-catenin transl cell count 5 µM,T cell modulator,T cell modulator vesicle-bound %,Dynein cargo inh,Dynein cargo inh cytoplasmic EGFP,Dynein cargo inh nuclear GR-EGFP,Dynein cargo inh cell count,PhoP inhibition,CSM14.1 death rescue,Hep lipid drop,Hep lipid drop cells 6.5 µM,MT stabilize HCS,MT stabilize HCS Hoechst-high %,MT stabilize HCS cytotoxicity %
O=C(CF)NC(NC(=S)Nc1ccccc1O)C(Cl)(Cl)Cl (configuration not stated),i,-7,0.82,1518,1.2,1563,i,20,-0.64,-0.097,-0.33,-0.87,10%,0.5%,-3,728,2.5,1.4,3.9
Clc1ccc(C2N3CCCN23)c(Cl)c1 (configuration not stated),i,1,0.95,774,-2.9,1037,i,20,0.98,0.43,0.91,-1,-4%,-0.4%,-5,784,1.3,0.8,12
C[n+]1c(-c2ccccc2)cc(-c2ccc(Cl)cc2)cc1-c1ccccc1,i,-12,-1.1,1067,1.3,1030,i,57,0.63,-0.18,0.51,-0.088,-6%,-1.1%,-4,692,5.5,1.9,7.2
CC(C)CN(CC(C)C)C(=O)C1C2c3ccccc3C(c3ccccc32)C1C(=O)O (configuration not stated),i,-7,x,x,-1.7,1063,x,x,0.65,-0.29,0.48,0.19,0%,-0.9%,6,754,1.2,2.1,10
CN1Cc2cccnc2N(C)Cc2cc(Cl)ccc21,i,-2,-0.18,1121,-0.7,530,i,46,-0.73,0.017,-0.45,0.47,9%,-0.8%,-6,706,3.2,2.9,10
CCn1cc(C(=O)N2CCC3(CC2)OCCO3)c(=O)c2cc(S(=O)(=O)N3CCCC3)ccc21,i,-5,x,x,-4.2,1013,i,42,-0.038,-0.058,-0.015,-0.52,-5%,-3.3%,16,840,1.4,1.0,4.1
COc1ccc(NP(=O)(Oc2ccccc2OC)Oc2ccccc2OC)cc1,i,11,-0.25,1223,-1.1,518,i,43,-0.61,-0.23,0.24,0.23,-4%,-0.4%,-13,675,5.4,3.2,4.7
O=[N+]([O-])c1ccc(C2C3C(c4ccccc4)=NC4(CCCC4)N32)cc1 (configuration not stated),i,8,-0.3,1130,-0.2,908,i,56,0.62,-0.2,-0.062,-1.3,12%,-4.1%,16,719,3.1,2.2,0.1
CNC(=O)OCCc1n(C)cc[n+]1C,i,-5,-0.01,1325,-3.9,533,i,41,0.039,-0.31,-0.3,0.48,12%,2.1%,-1,588,3.0,1.9,5.5
Cc1cc(S(=O)(=O)NCC(C)C)ccc1OCC(=O)N1CCN(Cc2ccccc2)CC1,i,6,0.98,1070,0.0,876,i,43,0.48,-0.081,0.23,-0.23,-6%,-0.1%,-7,774,1.6,1.6,9.0
O=C(c1ccc(-c2ccccc2)cc1)C1CCCN(Cc2ccn[nH]2)C1 (configuration not stated),i,-8,x,x,-1.2,1006,i,59,-0.19,-0.18,-0.097,-0.26,7%,0.4%,-17,678,2.8,3.1,6.7
O=C(C1CC(=O)N(C2CCCCCCC2)C1)N1CCC2(CC1)OCCO2 (configuration not stated),i,-5,-0.39,1291,2.1,1441,i,10,0.89,-0.24,-0.68,-0.82,-16%,0.0%,x,x,3.4,1.0,1.8

# Reprinted from the part before: 3 compounds, then new ones.
SMILES,Autophagy HCS,Autophagy HCS cell loss 18 h,Insulin prom up,Insulin prom up cell count,b-catenin transl,b-catenin transl cell count 5 µM,T cell modulator,T cell modulator vesicle-bound %,Dynein cargo inh,Dynein cargo inh cytoplasmic EGFP,Dynein cargo inh nuclear GR-EGFP,Dynein cargo inh cell count,PhoP inhibition,CSM14.1 death rescue,Hep lipid drop,Hep lipid drop cells 6.5 µM,MT stabilize HCS,MT stabilize HCS Hoechst-high %,MT stabilize HCS cytotoxicity %
Cc1cc(S(=O)(=O)NCC(C)C)ccc1OCC(=O)N1CCN(Cc2ccccc2)CC1,i,6,0.98,1070,0.0,876,i,43,0.48,-0.081,0.23,-0.23,-6%,-0.1%,-7,774,1.6,1.6,9.0
O=C(c1ccc(-c2ccccc2)cc1)C1CCCN(Cc2ccn[nH]2)C1 (configuration not stated),i,-8,x,x,-1.2,1006,i,59,-0.19,-0.18,-0.097,-0.26,7%,0.4%,-17,678,2.8,3.1,6.7
O=C(C1CC(=O)N(C2CCCCCCC2)C1)N1CCC2(CC1)OCCO2 (configuration not stated),i,-5,-0.39,1291,2.1,1441,i,10,0.89,-0.24,-0.68,-0.82,-16%,0.0%,x,x,3.4,1.0,1.8
CN(C)C(=O)On1c(-c2ccccc2)nc2ccc(Cl)cc21,i,39,-0.32,915,-0.9,1015,i,44,-0.057,-0.2,0.18,0.32,31%,0.3%,4,805,1.7,0.9,3.5
Fc1cccc(C2NCCc3[nH]cnc32)c1 (configuration not stated),i,18,-0.16,1494,0.1,1087,i,48,-0.086,-0.25,0.14,-0.34,2%,-0.9%,23,676,4.6,2.9,4.8
Cc1cc(C)nc(NC2=NCCS2)n1,i,0,1.6,1456,-0.2,1352,i,29,0.041,-0.2,-0.63,-0.53,1%,0.2%,x,x,3.0,1.8,5.0
CC(=O)CC(C)(C)n1c[n+](C)nn1,i,-2,0.01,1549,-0.6,1427,i,34,1.5,-0.075,0.78,-1.6,-15%,2.0%,x,x,5.0,3.6,6.3
Cc1ccc(C(=O)C2(C)N(O)C(C)C(c3cccs3)=[N+]2[O-])cc1 (configuration not stated),i,-34,-0.11,1582,-3.1,1081,i,27,-0.03,-0.24,-0.2,0.65,12%,1.3%,-14,593,3.7,1.9,7.7
CN1CCc2nc(N)c(C#N)c(-c3ccccc3)c2C1,i,14,0.31,1843,-3.8,1039,i,10,-0.38,0.23,-0.28,-0.64,-10%,-0.6%,-1,656,2.5,2.0,3.9
O=C1NC(=O)C(=Cc2csc3ccccc23)C(=O)N1,x,x,-0.23,1324,9.2,952,i,48,0.17,-0.19,0.086,0.4,1%,x,-7,738,x,x,x
CN1CCN(c2c[nH]c(=O)[nH]c2=O)CC1,i,10,0.38,1077,-2.1,1049,i,70,-0.3,0.048,0.41,0.28,-14%,-1.7%,2,775,2.4,1.3,5.5
O=C(Cc1cccs1)N1CCC2(CC1)OCCO2,i,-2,x,x,-0.1,1125,i,30,0.15,0.062,0.52,0.38,-11%,-3.1%,-3,682,2.6,2.0,1.9
COc1cc(-n2c(=S)[nH]c3ccc(C)cc3c2=O)c(Cl)cc1Cl,i,-21,-0.93,1270,1.4,1055,x,x,0.97,-0.25,0.53,-0.91,-9%,x,5,706,12*,24*,29*
O=c1[nH]c(=O)n(Cc2ccco2)c(O)c1C=NCCN1CCOCC1,i,-10,0.68,1058,-8.7,866,i,16,-0.48,-0.21,0.29,0.76,-10%,-1.7%,x,x,1.2,5.4,10.0
CCCn1ncc(C(=O)O)c1C,i,-18,-0.07,1110,-2.6,1042,i,41,-0.049,-0.22,0.14,0.66,-1%,0.8%,x,x,2.3,1.6,7.4
CC(C)Oc1ccc(C2C(C#N)=C(N)Oc3c2c(=O)oc2ccccc32)cc1 (configuration not stated),i,-4,0.76,1542,-0.6,1058,i,34,-0.6,-0.23,-0.54,0.25,-16%,-1.1%,-5,683,2.4,1.5,3.1
COc1ccc(CC2C(=O)NC(=O)N(c3ccccc3)C2=O)c(OC)c1 (configuration not stated),i,14,0.61,1196,-1.2,901,i,39,-1.1,-0.15,-0.6,0.84,14%,-1.4%,x,x,3.7,2.1,1.2
CN(C)C(=O)O/N=C(\N)COc1ccc(C(C)(C)C)cc1,x,x,x,x,3.4,1019,i,42,-0.34,-0.11,-0.38,0.88,3%,x,-2,696,x,x,x
C=C1C(=O)O[C@@H]2C[C@@H](C)[C@@H]3C=CC(=O)[C@@]3(C)[C@@H](OC(=O)CC(=O)O[C@H]3[C@@H]4C(=C)C(=O)O[C@@H]4C[C@@H](C)[C@@H]4C=CC(=O)[C@]43C)[C@H]12,x,x,x,x,72*,337*,i,21,-4*,2.1*,-2.9*,-0.16*,-5%,x,u,x,x,x,x
